NPY Y1 blocker: NPY-Y1 (human) receptor antagonism; P25929; AID 1040; 200,000 tested, 1% active; inhibition, % at 3.6 µM; HEK293-CNG Y1 cells, membrane potential fluorescence; NPY at EC95, then isoproterenol;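 active = inhibition above the campaign mean inhibition of all tested compounds plus 3 SD, cut at about 20% in these data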;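 note: 0% = DMSO wells given NPY plus isoproterenol and 100% = isoproterenol alone without NPY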
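Benchmarks – high control isoproterenol alone, low control NPY with isoproterenol · Material – HEK293 Y1/CNG channel cell line · Times – dye 3 h, compound 60 min room temperature, stimulation 45 min · Probe or stimulus – NPY (25 nM), isoproterenol (1 µM), Ro 20-1724 (25 µM) · Evaluation – % inhibition of NPY effect · Signal – fluorescence, membrane potential probe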
eIF4E 4G PPI: blocks eIF4E binding to eIF4G; 220,000 tested, 0.37% active; inhibition, % at 21.7 µM; P63073+Q04637; TR-FRET eIF4E-eIF4GI(517-606) binding, 2 h;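 active = inhibition above about 30%, limit read from the data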;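 note: 0% = full FRET control wells and 100% = background wells lacking eIF4GI fragment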
Target sequence (P63073 whole entry, looked up, the tested form may be a part): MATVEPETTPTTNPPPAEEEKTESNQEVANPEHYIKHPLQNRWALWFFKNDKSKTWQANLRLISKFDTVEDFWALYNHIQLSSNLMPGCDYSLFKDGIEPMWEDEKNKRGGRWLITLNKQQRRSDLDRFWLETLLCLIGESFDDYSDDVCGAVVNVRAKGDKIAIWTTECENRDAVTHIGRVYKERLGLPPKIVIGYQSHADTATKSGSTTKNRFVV
Target sequence (Q04637 whole entry, looked up, the tested form may be a part): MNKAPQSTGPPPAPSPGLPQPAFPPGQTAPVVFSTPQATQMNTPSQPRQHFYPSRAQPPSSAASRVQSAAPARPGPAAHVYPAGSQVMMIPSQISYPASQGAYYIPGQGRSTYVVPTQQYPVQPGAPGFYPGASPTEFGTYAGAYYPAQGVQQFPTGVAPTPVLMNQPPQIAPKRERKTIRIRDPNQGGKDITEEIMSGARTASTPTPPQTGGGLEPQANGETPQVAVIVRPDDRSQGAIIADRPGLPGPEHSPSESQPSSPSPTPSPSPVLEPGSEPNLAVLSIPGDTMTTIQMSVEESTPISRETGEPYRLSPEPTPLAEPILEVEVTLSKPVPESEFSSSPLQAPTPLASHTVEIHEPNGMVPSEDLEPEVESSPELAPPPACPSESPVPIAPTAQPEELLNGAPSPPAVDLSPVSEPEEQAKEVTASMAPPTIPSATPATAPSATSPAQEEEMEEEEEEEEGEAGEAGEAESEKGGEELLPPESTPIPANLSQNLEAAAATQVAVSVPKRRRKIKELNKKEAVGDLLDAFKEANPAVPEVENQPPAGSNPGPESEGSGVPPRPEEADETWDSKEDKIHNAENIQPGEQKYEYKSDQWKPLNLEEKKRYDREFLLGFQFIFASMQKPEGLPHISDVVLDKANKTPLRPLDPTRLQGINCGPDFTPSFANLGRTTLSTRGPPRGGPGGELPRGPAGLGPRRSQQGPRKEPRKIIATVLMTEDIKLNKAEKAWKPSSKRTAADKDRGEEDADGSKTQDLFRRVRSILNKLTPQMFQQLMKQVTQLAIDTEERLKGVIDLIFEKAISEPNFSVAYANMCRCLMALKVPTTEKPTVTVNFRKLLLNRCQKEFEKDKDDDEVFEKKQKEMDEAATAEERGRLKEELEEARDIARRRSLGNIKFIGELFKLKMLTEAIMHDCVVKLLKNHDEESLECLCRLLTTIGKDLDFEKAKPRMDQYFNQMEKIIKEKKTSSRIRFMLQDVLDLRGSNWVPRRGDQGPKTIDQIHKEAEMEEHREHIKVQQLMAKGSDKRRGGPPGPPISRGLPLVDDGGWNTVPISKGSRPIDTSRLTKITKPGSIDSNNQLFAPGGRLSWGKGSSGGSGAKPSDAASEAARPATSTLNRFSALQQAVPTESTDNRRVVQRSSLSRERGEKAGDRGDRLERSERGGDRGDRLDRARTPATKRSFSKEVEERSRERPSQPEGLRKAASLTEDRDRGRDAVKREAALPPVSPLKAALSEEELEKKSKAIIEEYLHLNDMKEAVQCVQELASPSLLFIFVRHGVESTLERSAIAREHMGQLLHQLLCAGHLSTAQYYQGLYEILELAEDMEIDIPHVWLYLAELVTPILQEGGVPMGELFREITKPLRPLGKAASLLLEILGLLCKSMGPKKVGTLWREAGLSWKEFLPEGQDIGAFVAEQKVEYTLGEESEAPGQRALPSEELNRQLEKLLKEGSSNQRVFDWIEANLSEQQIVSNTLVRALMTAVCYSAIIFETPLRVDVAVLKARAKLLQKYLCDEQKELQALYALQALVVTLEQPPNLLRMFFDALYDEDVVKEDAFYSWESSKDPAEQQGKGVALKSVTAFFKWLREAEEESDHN
NPY-Y1 PAM-ag: potentiates or activates human NPY-Y1 receptor; P25929; NPY-Y1 expressing cells, potentiator/agonist activation; activation, % at 3.6 µM; 220,000 tested, 0.37% active; AID 1304; in the data active = activation above about 33%, passing the limit was not always enough;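 note: cells stimulated with NPY at EC10 then isoproterenol at EC100; 0% = low agonist plus stimulus and 100% = saturating agonist plus stimulus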
S1P4 ag: agonists of human S1P4 receptor; activation, % at 4.98 µM; O95977; S1P4-expressing cell line, agonist reporter assay; 220,000 tested, 0.35% active; in the data active = activation above about 11%;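 note: 0% = DMSO vehicle and 100% = reference agonist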
S1P4 antag: antagonists of human S1P4 receptor; O95977; S1P4-expressing cells, antagonist mode, reporter read-out; inhibition, % at 4.98 µM; 220,000 tested, 0.26% active; AID 1510; in the data active = inhibition above about 29%;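 note: 0% = wells stimulated with agonist and 100% = vehicle wells without agonist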
PGE2 EP2 inh: EP2 receptor (human) inhibition | C6 glioma cells expressing human EP2, cAMP TR-FRET; cells stimulated with saturating PGE2 | 260,000 tested, 0.52% active | inhibition, % at 25 µM | AID 1422 | P43116;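 active = percent inhibition above 40 after rounding to a whole number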;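 note: rat C6 glioma host cells with rolipram phosphodiesterase inhibitor present; the protocol text gives 20 µM as final concentration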
p97 ATPase inh: human p97 ATPase inhibition; P55072; recombinant p97 ATPase, Kinase-Glo ATP luminescence, 3 h; inhibition, % at 8 µM; 220,000 tested, 0.42% active; AID 1481; in the data active = inhibition above about 15%;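 note: 0% = DMSO vehicle and 100% = wells lacking enzyme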
NPY2 pot ag: potentiates or activates human NPY-Y2 receptor | P49146 | cells expressing NPY-Y2, potentiator/agonist read-out | activation, % at 3.6 µM | 220,000 tested, 0.45% active; in the data active = activation above about 27%;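 note: cells stimulated with NPY near EC25 plus isoproterenol at EC100; 0% = vehicle plus submaximal agonist and 100% = vehicle plus saturating agonist; some results beyond the cut were filed as inactive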
EP2 modulator: modulates human prostaglandin E2 receptor EP2 signaling | P43116 | EP2-expressing cells, cAMP HTRF FRET, PGE2 co-stimulation | induction, % at 25 µM | 260,000 tested, 0.83% active | AID 940;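 active = compounds whose cAMP rise, as percent of the full-agonist control response, exceeds 60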;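 note: rat C6 glioma line stably carrying human EP2 under a CMV promoter; the protocol text gives 20 µM as final concentration; 100% = response of wells given 1 µM PGE2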
Active calls of the source: *; . = no result given; & = joins results of further samples; [ ] = dose if it differs, or a comment. The list is partial. The share of hits here may be higher or lower than overall.

[1] COc1ccc(OCC(=O)N/N=C(\C)CC(=O)Nc2cccc([N+](=O)[O-])c2)cc1
[2] Cc1cc(N2CCCC2=O)ccc1S(=O)(=O)NCCOc1ccccc1
[3] COc1cc(N/N=C/c2ccc(N(C)C)cc2)ncn1
[4] CCC(C(=O)Nc1ccc(C(=O)N2CCCC2)cc1)c1ccccc1 (stereo not given)
[5] COc1ccccc1CC(=O)Nc1c[nH]c(=O)[nH]c1=O
[6] CCN(CC)CCCNC(=O)c1sc2nc(-c3ccc(F)cc3)cn2c1C
[7] Cc1nn2c(nc1=O)SCC(c1ccccc1)=N2
[8] COc1ccc(-c2[nH]nc(-c3ccccc3)c2-c2nc3ccccc3[nH]2)cc1

compound no.	1	2	3	4	5	6	7	8
NPY Y1 blocker	4	-2	2	3	1	5	-3	20*
S1P4 antag	-9	-10	1	-3	-3	2	-3	2
p97 ATPase inh	4	9	1	2	-11	3	-2	-4
PGE2 EP2 inh	23	0	11	20	12	4	16	11
eIF4E 4G PPI	2	-1	-4	-1	2	2	-3	-3[fluorescence artefact?]
NPY-Y1 PAM-ag	6	10	21	2	-8	4	-3	-75
S1P4 ag	0.4	1.8	1.1	0.7	-3.2	-2.3	0.1	-0.8
EP2 modulator	-32	-85	-15	-15	-1	-28	15	42
NPY2 pot ag	14	6	0	8	-15	10	-7	-56

[9] COc1ccc(N(C(=O)Cc2cccs2)C(C(=O)NC2CCCCC2)c2cccn2C)cc1 (stereo not given)
[10] Fc1ccc(NC(=S)Nc2cc(Cl)ccc2Cl)cc1
[11] CCOc1ccc(S(=O)(=O)N(CC)CC)cc1NS(=O)(=O)c1ccc(F)c(F)c1F
[12] CN(C)N1C(N)=C(C#N)C(c2ccsc2)C2=C1CC(C)(C)CC2=O (stereo not given)
[13] CCN(CC)C(=O)Cn1cc(SCC(=O)NCc2ccco2)c2ccccc21
[14] O=C(c1ccc(NC2=NC3CS(=O)(=O)CC3S2)cc1)N1CCN(Cc2ccccc2)CC1 (stereo not given)
[15] CC(C)N(CCc1ccncc1)C(=O)Nc1ccc(F)cc1
[16] C[N+]1(CC(=O)OCCCC2CCCCC2)CCCC1

compound no.	9	10	11	12	13	14	15	16
NPY Y1 blocker	5	-3	2	-3	5	0	2	-1
S1P4 antag	-1	-8	3	14	-20	-19	-14	-1
p97 ATPase inh	-7	-1	3	0	5	5	1	-1
PGE2 EP2 inh	12&10	8	8	5	4	9	11	8
eIF4E 4G PPI	-3	-4	1[fluorescence artefact?]	11[fluorescence artefact?]	0	1	5	-4
NPY-Y1 PAM-ag	-3	3	10	5	6	-2	6	8
S1P4 ag	0.6	1.1	-1.9	-0.5	1.7	-1.9	1.0	2.3
EP2 modulator	42&5	-63	19	3	-3	20	4	34
NPY2 pot ag	-16	-10	10	-4	5	19	-1	-1

[17] O=C(NCC1(c2ccccc2)CCCC1)c1ccc(Br)o1
[18] CNc1nnc(-c2ccncc2)s1
[19] O=C(COC(=O)c1ccc(S(=O)(=O)Nc2ccccc2)cc1)NCCC1=CCCCC1
[20] CCn1c(CNc2ccc(C)cc2)nnc1SCC(N)=O
[21] O=C(O)c1cccc(NS(=O)(=O)c2ccc3c(c2)C(=O)c2ccccc2C3=O)c1
[22] CCOC(=O)c1[nH]c2ccccc2c1NC(=O)CC
[23] CN(C)S(=O)(=O)c1ccc(C(=O)Nc2nnc(-c3cccs3)o2)cc1
[24] CCOc1ccccc1OCCNC1CCCC1

compound no.	17	18	19	20	21	22	23	24
NPY Y1 blocker	1	7	1	0	.	4	6	7
S1P4 antag	-10	-16	-9	-5	-5	-11	9	-1
p97 ATPase inh	-2	0	-1	2	12	5	-4	5
PGE2 EP2 inh	8	7	8	14&6	5	12	4	5
eIF4E 4G PPI	0	5	-1	7	-5	-3	-3	4
NPY-Y1 PAM-ag	-7	-12	8	-4	-1	-6	-18	-25
S1P4 ag	1.1	-2.8	9.8	0.2	1.5	0.3	-2.5	1.9
EP2 modulator	-7	16	5	5&5	-30	-1&-10	8	14
NPY2 pot ag	-14	-3	24	-4	-10	0	2	5

[25] COCCn1c(NCc2ccccc2)nc2c1c(=O)[nH]c(=O)n2C
[26] COc1ccc(CN2CCNC(=O)C2CC(=O)NC2Cc3ccccc3C2)c(OC)c1 (stereo not given)
[27] S=C1NCN(C2CCCCC2)CN1CCc1ccccc1
[28] COc1ccc(OC)c(NS(=O)(=O)c2ccc(N3CCCC3=O)cc2)c1
[29] Cc1ccc2oc(=O)c(/C=C(\O)c3ccccc3)nc2c1
[30] O=[N+]([O-])c1ccc(CSc2nnc(Cc3ccccc3)o2)cc1
[31] Cn1c(=O)c2[nH]c(-c3cccnc3)nc2n(C)c1=O
[32] CCCCc1nnc2c(N(C)S(=O)(=O)c3ccccc3)nc3ccccc3n12

compound no.	25	26	27	28	29	30	31	32
NPY Y1 blocker	1	1	.	44*	8	.	0	.
S1P4 antag	-14	-6	0	-10	0	-8	7	0
p97 ATPase inh	-2	-2	-3	-7	-1	-2	2	-6
PGE2 EP2 inh	11&7	4	6	17	10	2	4	8
eIF4E 4G PPI	-2[fluorescence artefact?]	0	-1	-11	1	-11	-2	-3
NPY-Y1 PAM-ag	7	-12	8	-5	-6	-16	4	16
S1P4 ag	0.4	0.9	1.5	-0.8	1.4	0.2	2.0	1.3
EP2 modulator	19&24	10	-8	-25	14	-14	23	6
NPY2 pot ag	-4	0	22	1	0	-29	-8	-17

[33] Cc1ccc(N2C(=O)CC(Sc3cccs3)C2=O)cc1 (stereo not given)
[34] CCOc1cc(S(=O)(=O)N(CC)CC)ccc1F
[35] O=C1COc2ccc(C(=O)COC(=O)Cc3ccccc3F)cc2N1
[36] Cc1c(NC(=S)Nc2ccc(Cl)cc2)c(=O)n(-c2ccccc2)n1C
[37] C=CCn1c(SCC(=O)Nc2cc(C)ccc2C)nnc1-c1cnccn1
[38] C=C(C)CSC1=C(C#N)C(c2ccsc2)CC(=O)N1 (stereo not given)
[39] O=C(NCc1ccco1)c1ccc(CS(=O)(=O)Cc2ccc(F)cc2)o1
[40] CN1CCN(C(=O)C23CCC(C)(c4nc5ccccc5nc42)C3(C)C)CC1 (stereo not given)

compound no.	33	34	35	36	37	38	39	40
NPY Y1 blocker	.	0	4	-1	-1	2	-1	2
S1P4 antag	1	1	-3	-23	0	2	-8	-19
p97 ATPase inh	-3	2	1	-2	3	5	4	-2
PGE2 EP2 inh	7	8	5	6	10	4	11	3
eIF4E 4G PPI	-4	5	2	3	3	0	2	3
NPY-Y1 PAM-ag	-10	-2	1	14	-5	8	0	-2
S1P4 ag	1.9	1.9	0.8	1.2	1.5	-1.0	0.4	-0.4
EP2 modulator	16	5	-7	11	38	6	23	8
NPY2 pot ag	-12	-2	-2	1	-3	-9	4	3

Ordered by length of the SMILES (lowest first): some entries from above
[34] CCOc1cc(S(=O)(=O)N(CC)CC)ccc1F
[33] Cc1ccc(N2C(=O)CC(Sc3cccs3)C2=O)cc1 (stereo not given)
[37] C=CCn1c(SCC(=O)Nc2cc(C)ccc2C)nnc1-c1cnccn1
[39] O=C(NCc1ccco1)c1ccc(CS(=O)(=O)Cc2ccc(F)cc2)o1

compound no.	34	33	37	39
NPY Y1 blocker	0	.	-1	-1
S1P4 antag	1	1	0	-8
p97 ATPase inh	2	-3	3	4
PGE2 EP2 inh	8	7	10	11
eIF4E 4G PPI	5	-4	3	2
NPY-Y1 PAM-ag	-2	-10	-5	0
S1P4 ag	1.9	1.9	1.5	0.4
EP2 modulator	5	16	38	23
NPY2 pot ag	-2	-12	-3	4

(further entries)
[41] CCCC(=O)Nc1ccc(NC(=O)c2ccco2)c(OC)c1
[42] CCOC(=O)COc1cc(=O)n(CC)c2ccccc12
[43] COc1cc2c(cc1NC(=S)Nc1cccc(C)c1)oc1ccccc12
[44] CCOC(=O)C1=C(C)N(c2ccccc2)C(=O)/C1=C\c1ccc(O)c(OC)c1
[45] CC(C)(C)S(=O)(=O)c1cnc(N2CCCCC2)nc1N
[46] CC1CCN(C(=S)c2cccc([N+](=O)[O-])c2)CC1
[47] O=C(NO)c1ccccc1O
[48] COc1ccc(-n2c(=O)c3ccccc3n(CC(=O)NC3CCCCC3)c2=O)cc1

compound no.	41	42	43	44	45	46	47	48
NPY Y1 blocker	-4	-1	1	.	.	-6	9	0
S1P4 antag	-7	-9	-7	3	-10	8	-19	-2
p97 ATPase inh	-3	4	1	-2	-3	0	7	-3
PGE2 EP2 inh	7	6	4	2	3	6	15	11
eIF4E 4G PPI	1	-4	-8	2	-6	-6	4	-1
NPY-Y1 PAM-ag	-4	-6	-9	-6	2	-1	-2	-1
S1P4 ag	-2.3	0.1	-4.0	1.5	-1.0	0.5	0.7	-0.3
EP2 modulator	8	0	-1	55	-33	25	32	18
NPY2 pot ag	5	11	4	-36	-5	6	6	6

[49] Clc1cccc(N2CCN(c3ncnc4nc[nH]c34)CC2)c1
[50] COc1ccc(C(=O)OCC(=O)NCc2ccco2)cc1OC
[51] CC(C)N(Cc1nc(-c2ccccc2)no1)C(=O)c1ccc2c(c1)OCO2
[52] COc1cccc(-n2c(SCC(=O)NC3CCCC3)nnc2-c2ccco2)c1
[53] O=C(NCCc1c[nH]c2ccccc12)/C(=C\c1cccnc1)NC(=O)c1ccccc1Br
[54] O=C(NCCC1=CCCCC1)C1CCN(S(=O)(=O)c2ccccc2)CC1
[55] O=C(COc1nncc2ccccc12)Nc1ccc(Br)cc1F
[56] Cc1cc(-c2csc(N)n2)c(C)n1Cc1ccco1

compound no.	49	50	51	52	53	54	55	56
NPY Y1 blocker	.	-2	7	-3	.	-5	3	2
S1P4 antag	-7	-17	-23	-10	-4	-2	11	4
p97 ATPase inh	1	-5	-6	-1	11	-2	5	12
PGE2 EP2 inh	1	12	5	8	8	6	3	0
eIF4E 4G PPI	-5	-1	-5	-1[fluorescence artefact?]	0	1	-1	2
NPY-Y1 PAM-ag	10	-4	-37	-4	16	-4	13	-6
S1P4 ag	-0.3	-3.7	0.4	3.2	0.7	-1.1	-0.8	2.3
EP2 modulator	-16	-1	37	18	2	-52	-6	-20
NPY2 pot ag	-5	-7	-15	-2	10	-13	5	1

From PubChem
